Pol beta inh – qHTS Assay for Inhibitors of DNA Polymerase Beta | Pol beta primer extension/strand displacement, fluorescence kinetic | actives 1.3% (n = 340,000) | AID 485314, 2010 | P06746 | Potency, µM (top dose mostly 114 µM), for inactives: at the highest dose activity change, negative = inhibition, actives largely listed as inhibitors; further: potency means the concentration at half of the fitted maximal effect; on the % scale 0 is the no-effect control and ±100 the full control effect
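Homogeneous kinetic assay of primer extension and strand displacement by 10 nM Pol beta, preincubated 15 min at room temperature with compound before 50 nM substrate (final) was added. Read at 0 and 10 min; four-parameter Hill fit.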
POLI inh – qHTS for Inhibitors of Polymerase Iota | Potency, µM (highest dose often 115 µM), without a hit: at the top dose activity, negative = inhibition, usual class: inhibitors | actives 1% (n = 390,000) | DNA polymerase iota (Homo sapiens), Q9UNA4 | Pol iota fluorescent replication assay, 10 min; further: potency means the concentration at half of the fitted maximal effect
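Fluorescent replication assay read twice, at 0 min and 10 min after adding 50 nM (final) substrate. Enzyme (10 nM) and compounds were first incubated 15 min at room temperature; enzyme-free buffer wells were negative controls.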
APEX1 inh – qHTS Assay for Inhibitors of the Human Apurinic/apyrimidinic Endonuclease 1 (APE1); DNA repair nuclease/redox regulator APEX1 (Homo sapiens), P27695; recombinant APE1, TAMRA/BHQ-2 abasic DNA cleavage fluorescence; Potency, µM (doses to about 65.8 µM), for inactives: top-dose activity change, negative = inhibition, usual class: inhibitors; actives 0.35% (n = 350,000);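 further: potency means the concentration at half of the fitted maximal effect; plate controls were vehicle for no effect and reference inhibitor for full effect; nearly all actives have a fitted effect of over 55% in size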
Target sequence (P27695 whole entry, looked up): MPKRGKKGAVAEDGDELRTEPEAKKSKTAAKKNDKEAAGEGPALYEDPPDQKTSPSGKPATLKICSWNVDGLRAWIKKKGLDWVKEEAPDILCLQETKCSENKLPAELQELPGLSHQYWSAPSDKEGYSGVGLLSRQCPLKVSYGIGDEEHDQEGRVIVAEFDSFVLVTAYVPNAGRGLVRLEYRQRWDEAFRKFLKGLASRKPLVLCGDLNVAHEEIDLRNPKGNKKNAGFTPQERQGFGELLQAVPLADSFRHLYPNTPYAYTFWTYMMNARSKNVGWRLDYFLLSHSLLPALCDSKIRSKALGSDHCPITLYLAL
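Substrate: short duplex with […] THF abasic site, 5'-TAMRA and 3'-BHQ-2, 50 nM final. APE1 at 0.75 nM, preincubated 15 min RT with compound. Fluorescence increase from first to third read measured activity.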
BLM inh – qHTS Assay for Inhibitors of Bloom's syndrome helicase (BLM); actives 0.2% (n = 350,000); recombinant BLM DNA unwinding, fluorescence dequenching; AID 2528, 2010; RecQ-like DNA helicase BLM (Homo sapiens), P54132; Potency, µM (series often up to 56.1 µM), inactives show at the highest dose activity change, negative = inhibition, actives largely listed as inhibitors;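 further: potency means the concentration at half of the fitted maximal effect; plate controls were vehicle for no effect and no enzyme for full effect; nearly all actives have a fitted effect of over 35% in size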
Pol eta inh – qHTS for Inhibitors of Polymerase Eta | recombinant Pol eta, fluorescent DNA replication assay | Potency, µM (top dose mostly 114 µM), for the others: at the highest dose activity change, negative = inhibition, actives largely listed as inhibitors | actives 1.2% (n = 390,000); further: potency means the concentration at half of the fitted maximal effect; on the % scale 0 is the no-effect control and ±100 the full control effect
Target sequence (Q9Y253 whole entry, looked up): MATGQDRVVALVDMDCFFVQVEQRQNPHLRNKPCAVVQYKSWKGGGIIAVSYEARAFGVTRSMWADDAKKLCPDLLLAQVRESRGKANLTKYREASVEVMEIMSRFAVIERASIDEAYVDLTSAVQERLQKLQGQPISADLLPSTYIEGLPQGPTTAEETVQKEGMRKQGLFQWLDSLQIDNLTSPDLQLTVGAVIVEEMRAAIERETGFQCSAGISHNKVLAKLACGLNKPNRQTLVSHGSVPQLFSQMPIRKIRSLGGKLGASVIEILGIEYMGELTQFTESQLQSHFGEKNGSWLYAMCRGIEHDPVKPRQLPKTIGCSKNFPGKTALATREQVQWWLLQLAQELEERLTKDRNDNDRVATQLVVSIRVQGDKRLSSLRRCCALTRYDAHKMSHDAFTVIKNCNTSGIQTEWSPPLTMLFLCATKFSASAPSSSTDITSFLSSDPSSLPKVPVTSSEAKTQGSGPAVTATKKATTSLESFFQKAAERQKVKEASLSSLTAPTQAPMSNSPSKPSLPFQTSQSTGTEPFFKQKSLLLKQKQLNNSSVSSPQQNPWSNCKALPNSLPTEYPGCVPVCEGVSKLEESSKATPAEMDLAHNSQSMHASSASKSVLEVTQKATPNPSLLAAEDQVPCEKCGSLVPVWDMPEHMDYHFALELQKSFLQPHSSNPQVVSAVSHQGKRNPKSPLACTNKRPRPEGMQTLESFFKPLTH
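Fluorescent replication assay: 50 nM final substrate added after a 15 min room-temperature compound preincubation with 10 nM enzyme. Signal taken at 0 min and again at 10 min.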
GRP78 ERSR act – qHTS for Inducers of the Endoplasmic Reticulum Stress Response (ERSR) in Human Glioma: qHTS; U87-MG GRP78 promoter luciferase reporter, 16 h; Potency, µM, without a hit: at the highest dose activation, actives largely listed as activators; actives 0.02% (n = 420,000); further: potency means the concentration at half of the fitted maximal effect; series mostly up to about 76 µM; % of control where 0% means no effect; nearly all actives have a fitted effect of over 35% in size
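Stably transfected U87-MG glioma cells carrying a GRP78-based luciferase sensor; 16 h compound incubation. Luminescence end-point read 10 min after Bright-Glo addition at room temperature.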
LDHA block – qHTS assay for inhibitors of human lactate dehydrogenase. purified LDHA, NADH/diaphorase-resazurin fluorescence; stronger effect = lower value. actives 0.15% (n = 480,000). L-lactate dehydrogenase A chain (Homo sapiens), P00338. activity change, % (values are at about 110 or 230 µM); in the data active means activity change below about -30%; inconclusive means mostly about -25% to -30%;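 further: plate controls were DMSO wells for no effect and wells without enzyme for full effect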
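Human LDH5 (2 nM) was incubated with 0.06 mM NADH and 0.2 mM pyruvate for 5 min at room temperature in Tris pH 7.4. Remaining NADH was coupled through diaphorase/resazurin, and resorufin fluorescence was read at 0 and 20 min.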
Pol kappa inh – qHTS for Inhibitors of Polymerase Kappa; purified Pol kappa, fluorescent DNA synthesis assay, 10 min; AID 588579, 2011; Potency, µM (doses to about 107 µM), for inactives: at the highest dose activity, negative = inhibition, actives largely listed as inhibitors; actives 0.53% (n = 400,000); DNA polymerase kappa (Homo sapiens), Q9UBT6; further: potency means the concentration at half of the fitted maximal effect; on the % scale 0 is the no-effect control and ±100 the full control effect
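Pol kappa 10 nM + cpd, 15 min RT; start w/ substrate 50 nM final; fluorescence kinetic read, 0 and 10 min. Neg ctrl: buffer, no enzyme.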
Apoferritin bind – qHTS Assay for Identification of Novel General Anesthetics. actives 0.074% (n = 350,000). apoferritin/1-aminoanthracene competitive binding, fluorescence. Potency, µM (highest dose often 77.5 µM), inactives show at the highest dose activity change, negative = displacement, usual class: inhibitors; further: potency means the concentration at half of the fitted maximal effect; on the % scale 0 is the no-effect control and ±100 the full control effect; nearly all actives have a fitted effect of over 20% in size
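Horse-spleen apoferritin (10 uM) was mixed with 50% saturated 1-aminoanthracene in PBS, exposed to compounds for 10 min at room temperature, and read for fluorescence (ex 380 nm, em 535 nm). Competitive displacement was fitted with a four-parameter Hill equation.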
* hit, by the source's call; ? = inconclusive; · = no result given; & = joins results of further samples; [ ] = remark or other dose. Unless noted, the call rests on the fitted dose curve; in most records, active means well fitted curve in the direction sought with a large enough effect; inconclusive means small, poorly fitted or top-dose-only effect, or another doubt; inactive means no such curve, though single readings can be large; an effect the other way counts as inactive or inconclusive. The list is partial; count on the stated rates, not on these rows.

SMILES | Pol beta inh | POLI inh | APEX1 inh | BLM inh | Pol eta inh | GRP78 ERSR act | LDHA block | Pol kappa inh | Apoferritin bind
O=C(NCCC1CCCCN1S(=O)(=O)c1ccccc1)C(=O)Nc1ccc(F)cc1 (stereo unspecified) | · | 55%[activator] | -3% | · | -18% | 1% | -7 | -16% | ·
COc1ccc(C)cc1NC(=O)CSc1ccc(-c2ccccn2)nn1 | -4%&16% | 14%&7% | -15% | -3%&4% | -5%&-21% | -2%&-2% | 0&8 | -14%&-4% | ?
CC(=O)Nc1cccc(C(=O)O)n1 | 14% | 19% | -3% | -2% | -5% | -5% | 5 | -6% | 1%
CCOCCCNC(=O)c1c[nH]c2ccc(C)cc2c1=O | 14% | 10% | 1% | -5% | -14% | -1% | -4 | 9% | -18%
COc1ccccc1NS(=O)(=O)c1cc(NC(=O)Cc2n[nH]c(=O)c3ccccc23)ccc1Cl | · | 70%[activator] | -12% | · | -9% | -3% | -9 | -8% | ·
CCC(C(=O)OC)n1cnc2scc(-c3ccc(C)c(C)c3)c2c1=O (stereo unspecified) | -28% | -21% | 32% | -13% | ? | -4% | -13 | -15% | -15%
CN(c1ccc(C(=O)NCC2CCCO2)cc1)S(=O)(=O)c1ccccc1 (stereo unspecified) | 12% | 3% | 1% | 0% | 0% | -2% | -4 | -6% | -13%
Fc1ccc(Nc2nc(Oc3ccc4c(c3)OCO4)nc(N3CCOCC3)n2)c(F)c1 | -6% | 11% | 4% | 1% | -15% | -4% | -8 | -6% | -9%
COc1ccccc1N1CCN(c2nc3c(C)cccn3c(=O)c2C=O)CC1 | -16% | -19% | 1% | 1% | -7% | 0% | 3 | 0% | ?
O=C(CCNC(=O)Cn1ccc2ccccc2c1=O)NCCCN1CCN(c2ccc(F)cc2)CC1 | 0% | -1% | 2% | 0% | -5% | -2% | -6 | -14% | -5%
COc1ccc(C(=O)O)cc1S(=O)(=O)NCc1ccncc1 | · | ? | -4% | · | 2% | -3% | -3 | -14% | ·
CCC(c1nnnn1Cc1ccc(OC)cc1)N(CCCO)Cc1cc2cc3c(cc2[nH]c1=O)OCO3 (stereo unspecified) | 1% | 4% | 3% | -5% | -5% | -1% | 2 | 0% | 882%[activator]
CC(C)OC(=O)COc1ccc(-c2ccccc2)cc1 | 6% | 11% | 6% | -10% | -1% | -3% | 0 | -3% | 0%
O=C(CCn1c(=O)oc2ccccc21)Nc1nc2ccccc2s1 | -6% | 27% | ? | 5% | -25% | -2% | -3 | 2% | -10%
O=C(CNC(=O)c1sc2ccccc2c1Cl)NC1CC1 | -9% | 2% | 5% | 0% | 0% | 1% | -8 | -10% | -15%
O=C(NCC1CCCO1)c1cc(S(=O)(=O)N2CCCC2)c(Cl)cc1Cl (stereo unspecified) | 1% | 36%[activator] | 5% | -4% | -8% | 10% | -3 | 0% | -3%
CC1(C)C2CC[C@]1(C)C(=O)N(CCCCN1CCN(c3ccccn3)CC1)C2=O | 8% | -8% | -2% | -6% | -21% | -3% | -1 | 5% | 0%
COc1ccc(/C=C/C(=O)OCc2cccc([N+](=O)[O-])c2)cc1 | -23% | 3% | -5% | -8% | -25% | -2% | -4 | 1% | -24%
Cc1ccc(N2C(=O)C3C4CCC(O4)C3C2=O)c(OC(F)F)c1 (stereo unspecified) | · | 16% | 4% | · | -3% | 0% | -5 | -15% | ·
O=c1c2ccccc2nnn1CSc1nc2ccccc2c(=O)n1CCCO | -24% | 19% | -3% | -1% | -21% | -1% | -3 | 2% | -10%
Cc1nc(N2CCOCC2)c2c(C(=O)N3CCN(c4cc(Cl)ccc4C)CC3)c(C)oc2n1 | -20% | 14% | · | -1% | -24% | -5% | -1&-2 | -14% | -4%
Brc1ccc(-c2csc(N3CCOCC3)n2)cc1 | -5% | 97%[activator] | -5% | -1% | -5% | 4% | 4&-1 | -3% | ?
COc1ccccc1CNC(=O)N[C@@H](Cc1ccccc1)C(=O)O | -14% | 5% | 1% | 1% | -2% | -2% | -1 | -17% | -5%
CC(C)c1nnc(NC(=O)C2CCN(S(=O)(=O)c3ccc(-n4cnnn4)cc3)CC2)s1 | 1% | 4% | 6% | 1% | -9% | -1% | -9 | -11% | -2%
FC(F)(F)c1nnc2sc(-c3ccco3)nn12 | 0% | 25% | -10% | 3% | -1% | -1% | 0 | -13% | 12%
O=C(COc1ccccc1[N+](=O)[O-])N/N=C/c1cccs1 | -11% | 2% | 2% | -1% | -10% | -3% | -10 | -19% | 3%
CC(C)C(NC(=O)c1ccc(Cl)c([N+](=O)[O-])c1)C(=O)NCc1ccccn1 (stereo unspecified) | · | 22% | 28% | · | -13% | -3% | -2 | -9% | ·
OCCNCCCCOc1ccccc1F | 4% | ? | 0% | 1% | -6% | -5% | -11 | -13% | -3%
CCN(C(=O)CSc1nc2cc(C(=O)O)ccc2c(=O)n1-c1ccccc1F)C1CCS(=O)(=O)C1 (stereo unspecified) | · | -16% | · | · | -18% | -5% | -5 | -17% | ·
Cc1ccc(S(=O)(=O)N2C(=O)[C@@H]3Cc4ccccc4CN3C2=O)cc1 | 21% | 9% | 17% | 0% | -16% | 0% | -9 | 12% | 5%
Cc1cc2c(cc1S(=O)(=O)NC1CCCCC1C)OCC(=O)N2 (stereo unspecified) | 13% | -14% | 5% | -1% | -13% | -8% | -7 | -15% | -13%
Cc1ccc(S(=O)(=O)NC(C)C(=O)N2CCOCCOCCOCC2)cc1 (stereo unspecified) | 37% | 14% | 3% | -2% | -4% | -7% | -6 | -1% | 5%
O=C(CCn1c(=O)sc2ccccc21)Nc1ccon1 | 19% | 15% | -2% | -9% | 9% | 2% | -12 | -7% | 0%
CC(=O)N1CCc2cc(S(=O)(=O)NC(CC(C)C)C(=O)NCc3ccccc3Cl)ccc21 (stereo unspecified) | 0% | 5% | · | 0% | -13% | -2% | -6 | -21% | -9%
COC(=O)c1ccc(/C=C2/SC(=S)N(CCC(=O)N3CCOCC3)C2=O)cc1 | 18% | 2% | 25% | -4% | -11% | -5% | 1 | 6% | 3%
O=C(c1cc2nc(-c3ccco3)cc(C(F)(F)F)n2n1)N1CCN(c2ccccn2)CC1 | 9% | 6% | -8% | 0% | -14% | -5% | -1 | -4% | -16%
COc1cccc(NC(=O)Cn2c(=O)n(CC(=O)NCc3ccc(C)cc3)c(=O)c3sccc32)c1 | -19% | -12% | · | -8% | 1% | -3% | -2 | -21% | -18%
COc1ccc2c(c1)C(=O)N(c1ccc(C)cc1)C(=O)C2 | 19% | 12% | -2% | -1% | -15% | 7% | -3 | -9% | -13%
CCn1cc(CCC(=O)NCc2ccc(F)cc2)c2ccccc21 | 0%&13% | 3%&15% | 59%[activator] | -13%&-2% | -22%&-11% | -5%&-1% | -1&-1 | -3%&-6% | -2%&-18%
c1cc(Nc2ncnc3sc4c(c23)CCC4)ccn1 | 9% | 208%[activator] | -1% | -6% | -14% | -5% | -11 | 3% | -9%
COc1ccc(NC(=S)N2CCN(S(C)(=O)=O)CC2)cc1 | 19% | 47%[activator] | 20% | -6% | -2% | -2% | -2 | 3% | -21%
O=C(CN1CCN(S(=O)(=O)c2ccc(Br)cc2)CC1)N/N=C/c1ccncc1 | -2% | -4% | -5% | -7% | -13% | -2% | -4 | -16% | 12%
CC(Sc1nnc(-c2cccs2)n1-c1ccccc1)C(=O)NCc1ccco1 (stereo unspecified) | 20% | 8% | 1% | -4% | ? | 2% | -6 | -7% | -12%
CC1=C(C(=O)Nc2ccccc2)C(c2cccs2)C(C#N)=C(SCC#N)N1 (stereo unspecified) | 6% | ? | -5% | -8% | -14% | 6% | 0 | -11% | 0%

Structures from the list above that have a thiophene ring, fused or not, in the order listed:
SMILES | Pol beta inh | POLI inh | APEX1 inh | BLM inh | Pol eta inh | GRP78 ERSR act | LDHA block | Pol kappa inh | Apoferritin bind
CCC(C(=O)OC)n1cnc2scc(-c3ccc(C)c(C)c3)c2c1=O (stereo unspecified) | -28% | -21% | 32% | -13% | ? | -4% | -13 | -15% | -15%
O=C(CNC(=O)c1sc2ccccc2c1Cl)NC1CC1 | -9% | 2% | 5% | 0% | 0% | 1% | -8 | -10% | -15%
O=C(COc1ccccc1[N+](=O)[O-])N/N=C/c1cccs1 | -11% | 2% | 2% | -1% | -10% | -3% | -10 | -19% | 3%
COc1cccc(NC(=O)Cn2c(=O)n(CC(=O)NCc3ccc(C)cc3)c(=O)c3sccc32)c1 | -19% | -12% | · | -8% | 1% | -3% | -2 | -21% | -18%
c1cc(Nc2ncnc3sc4c(c23)CCC4)ccn1 | 9% | 208%[activator] | -1% | -6% | -14% | -5% | -11 | 3% | -9%
CC(Sc1nnc(-c2cccs2)n1-c1ccccc1)C(=O)NCc1ccco1 (stereo unspecified) | 20% | 8% | 1% | -4% | ? | 2% | -6 | -7% | -12%
CC1=C(C(=O)Nc2ccccc2)C(c2cccs2)C(C#N)=C(SCC#N)N1 (stereo unspecified) | 6% | ? | -5% | -8% | -14% | 6% | 0 | -11% | 0%
